LAP4-GFP MLPCN = yeast TOR pathway LAP4-GFP modulation | S. cerevisiae LAP4-GFP multiplex, flow cytometry GFP, 3 h; median GFP as percent of DMSO wells | GFP response vs DMSO, % at 10 µM | 320,000 tested, 0.34% active | AID 2023;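 active = GFP response vs DMSO above a set limit, about the screen mean plus 3 SD, cut at about 150% in these data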
AHR activator = activators of human aryl hydrocarbon receptor; P35869; AHR-responsive luciferase reporter cells, luminescence; activation, % at 5 µM; 320,000 tested, 2.5% active; in the data active = activation above about 47%;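 also: 0% = vehicle wells and 100% = reference agonist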
EBNA-1 inhibitor = blocks EBNA-1 binding to DNA; EBNA-1 DNA binding, fluorescence polarization; inhibition, % at 14.8 µM; 300,000 tested, 0.34% active; in the data active = inhibition above about 28%
proCasp3 act = activates human procaspase-3; AID 463141; P42574; 330,000 tested, 0.11% active; recombinant procaspase-3 D3A, Ac-DEVD-pNA absorbance 405 nm; activation, % at 8.5 µM;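 active = activation above the mean of all tested compounds plus 3 SD, cut at about 21% in these data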;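 also: 0% = DMSO alone and 100% = DMSO wells spiked with extra 5 µM PC-3 D3A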
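Assay system – Procaspase-3 D3A mutant · Benchmarks – DMSO low control, extra-enzyme high control · Technique – 405 nm absorbance of p-nitroaniline, reads at 0 and 120 min · Doses – 8.5 µM nominal · Measure – % activation between DMSO and enzyme-spiked controls · Also added – Ac-DEVD-pNA chromogenic peptide substrate · Schedule – 1 h compound preincubation, 2 h substrate hydrolysis at 25 °C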
ZTA counter = ZTA (EBV) inhibition in EBNA-1 counter-screen; P03206; ZTA-DNA binding, fluorescence polarization; inhibition, % at 11 µM; 320,000 tested, 0.15% active; in the data active = inhibition above about 33%
MEP2 TOR yeast = yeast TOR pathway MEP2-GFP modulation; S. cerevisiae MEP2-GFP strain, flow cytometry GFP, 3 h; 100% = DMSO control level; GFP response vs DMSO, % at 10 µM; 330,000 tested, 0.51% active;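 active = GFP response versus DMSO above a set limit, roughly screen mean plus 3 SD, cut at about 180% in these data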;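 also: median GFP fluorescence of the barcode-gated MEP2-GFP cells per well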
proCasp7 act = counter-screen for procaspase-3 activators: activators of human procaspase-7 | P55210 | recombinant procaspase-7, Ac-DEVD-pNA absorbance 405 nm; D23A/D198A/D206A triple mutant, cannot self-cleave; scale: DMSO 0, 5 µM enzyme 100 | activation, % at 8.5 µM | 330,000 tested, 0.093% active | AID 463210;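 active = percent activation above the screen-wide mean plus 3 SD, cut at about 25% in these data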
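System: Uncleavable procaspase-7 mutant enzyme; Amount: 2 µM procaspase-7 mutant as dispensed; Schedule: 1 h compound preincubation, 2 h substrate cleavage, 25 °C; Measured by: 405 nm absorbance of p-nitroaniline; Evaluation: percent activation from buffer-corrected 0–120 min absorbance change; Control set: low DMSO alone, high DMSO plus 5 µM PC-7.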
RPL19A-GFP yeast = alters RPL19A-GFP fluorescence in TOR pathway yeast screen. S. cerevisiae RPL19A-GFP strain, flow cytometry, 3 h; active compounds read low. percent response vs DMSO, % at 10 µM. 330,000 tested, 0.3% active. AID 2025;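 active = percent response vs DMSO below 50%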;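 also: median channel GFP fluorescence of the barcoded RPL19A-GFP strain; ratio of sample median GFP to plate DMSO average so 100% = DMSO; lower means less RPL19A-GFP as with rapamycin TOR inhibition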
* marks the source's active call; other numbers are inactive results; x = no result given; [ ] = another dose, or the depositor's remark. The order is random, and some 3.8% of all compounds hit somewhere here.

SMILES | LAP4-GFP MLPCN | AHR activator | EBNA-1 inhibitor | proCasp3 act | ZTA counter | MEP2 TOR yeast | proCasp7 act | RPL19A-GFP yeast
Cc1ccc(S(=O)(=O)N2CCN(C(=O)CNC(=O)c3ccc(Cl)cc3)CC2)cc1 | 102 | -1 | x | 4 | x | 100 | -3 | 97
O=C(Nn1cnnc1)c1ccc(Cl)c(Cl)c1 | 87 | 1 | -4 | 3 | 15 | 100 | 11 | 106
Cc1ccc(C2=NC(C)(C)N=C2SCC(=O)Nc2ccc(Cl)cc2)cc1 | 131 | 1 | 10 | 7 | 13 | 105 | -4 | 97
CCC(=O)Nc1ccc(-c2cc3ccccc3oc2=O)cc1 | 112 | -15 | 10 | 6 | -23 | 104 | 3 | 103
COc1ccc2c(ccn2S(=O)(=O)c2ccccc2)c1 | 91 | 2 | -12 | 1 | -3 | 100 | 4 | 103
Cc1cccc(NC(=S)N(CCc2ccncc2)C(C)C)c1C | 101 | -1 | 6 | 9 | 15 | 96 | 13 | 95
CCOCCOC(=O)C1=C(C)N(C)C(=O)NC1c1cc(Cl)c(O)c(OC)c1 (stereo unspecified) | 97 | -1 | 10 | 0 | 6 | 105 | 0 | 98
CCc1ccc(C2CC(c3ccccc3Cl)Nc3nc(N)nn32)cc1 (stereo unspecified) | 95 | 1 | 0 | -2 | 10 | 105 | 11 | 97
O=C(COc1c(F)c(F)cc(F)c1F)NNC(=O)CC1CCS(=O)(=O)C1 (stereo unspecified) | 90 | -2 | x | -7 | x | 97 | 3 | 101
COc1ccc(NC(=S)/N=C(\N)Nc2nc(C)c3ccccc3n2)cc1 | 123 | 65* | 3 | 3 | 2 | 99 | 2 | 99
O=C(NCc1cccnc1)c1ccccc1NS(=O)(=O)c1ccc(F)cc1F | 104 | 5 | -10 | 0 | 7 | 102 | 5 | 98
CC(OC(=O)/C=C/c1ccco1)C(=O)NC1CCCCC1C (stereo unspecified) | 99 | 0 | x | -1 | 3 | 96 | -2 | 94
O=C(Nc1ccccc1)N1N=C(c2cccs2)CC1c1cccs1 (stereo unspecified) | 87 | 9 | 7 | 4 | -2 | 95 | -3 | 111
OCCSc1nc(-c2ccccc2)nc2ccc(F)cc12 | 90 | 102* | -3 | -1 | -2 | 101 | -2 | 102
O=C(CNC(=O)c1ccc(N2CCCC2=O)cc1)Nc1ccc(F)c(F)c1F | 96 | -2 | x | 5 | x | 98 | 5 | 93
CC(C)OCCCNC(=O)C1CCC(=O)N1C1CCCC1 (stereo unspecified) | 106 | 0 | 16 | 6 | 0 | 104 | 3 | 105
OC12CCCCC1C(c1ccc3c(c1)OCO3)N(Cc1ccc(F)cc1)CC2 (stereo unspecified) | 94 | 1 | -5 | 4 | 17 | 102 | 1 | 94
COc1cc(OC)cc(C(=O)N2CCN(C(=O)COc3ccc4ccccc4c3)CC2)c1 | 101 | 7 | -1 | 11 | 0 | 98 | 2 | 98
CCc1ccc(N=CC2=C(O)CC(c3ccco3)CC2=O)cc1 (stereo unspecified) | 112 | -2 | -9 | -10 | -5 | 100 | -6 | 104
CC(C)(C)n1nnnc1C(c1cccnc1)N1CCN(C(=O)c2ccco2)CC1 (stereo unspecified) | 98 | 6 | -3 | 11 | -6 | 103 | -3 | 99
O=C(O)c1cccc(-c2ccc(/C=N/Nc3nn[nH]n3)o2)c1 | 105 | 2 | -22 | -3 | -3 | 109 | 8 | 108
Cc1sc2nc3n(c(=O)c2c1C)NC(=O)CC3 | 104 | 0 | -3 | 7 | -6 | 101 | -2 | 103
COc1ccc(NC(=O)CN2C(=O)NC(C)(c3ccccc3)C2=O)cc1Cl (stereo unspecified) | 90 | -1 | 6 | 8 | 5 | 99 | 12 | 95
Cc1cccc(COc2ccccc2/C=N/Nc2ccc([N+](=O)[O-])cc2)c1 | 107 | 50* | 6 | -24 | 12 | 107 | -27 | 103
O=C(NC1CCCCCC1)c1cccnc1Sc1ccccc1 | 108 | -1 | -2 | 2 | 20 | 97 | 0 | 104
O=C(Nc1ccc(N2CCOCC2)cc1N1CCOCC1)c1cccs1 | 100 | 0 | -3 | 6 | -5 | 102 | 2 | 99
CC1(C)CC(C2N3CC4(C)CN2CC(C)(C3)C4=O)CCO1 (stereo unspecified) | 109 | 2 | -5 | 11 | -1 | 105 | 10 | 103
COC(=O)C(C)Sc1nc2ccsc2c(=O)n1Cc1ccccc1 (stereo unspecified) | 99 | 1 | 2 | 1 | -19 | 102 | -2 | 109
Oc1ccccc1-c1cc(-c2cccc(F)c2)n[nH]1 | 114 | 72* | 11 | -2 | -6 | 106 | 1 | 109
CCCOc1ccc(N2C(=O)CC(NCc3cccs3)C2=O)cc1 (stereo unspecified) | 93 | 0 | -4 | -34 | -21 | 96 | -12 | 98
CC1CN(CCOc2ccc(F)cc2)CC(C)O1 (stereo unspecified) | 86 | -1 | 12 | 9 | 16 | 99 | -6 | 104
Cc1nn(C(C)C(=O)NCCCN2CCCCCC2)c(=O)c2c1sc1ccccc12 (stereo unspecified) | 111 | 1 | 6 | 4 | -5 | 109 | 4 | 104
CCOc1ccc(C2Nc3cccc4cccc(c34)N2)cc1OC | 112 | 7 | -7 | -6 | -5 | 99 | 3 | 90
NC(=O)c1ccccc1NS(=O)(=O)Cc1ccc(Cl)cc1 | 91 | -1 | 8 | 1 | -11 | 95 | -1 | 95
O=C(Cn1c(-c2cscn2)nc2ccccc21)Nc1ccc(Cl)cc1 | 101 | -1 | 5 | 14 | -1 | 100 | 7 | 98
CCOC(=O)N1CCN(c2cc(=O)n(C3CCCCC3)c(=O)[nH]2)CC1 | 60[may fluoresce violet] | -1 | 0 | 0 | 13 | 266*[may fluoresce violet] | -6 | 62[may fluoresce violet]
Cc1ccc(S(=O)(=O)NN2C(=O)c3ccccc3NC2c2ccccc2)cc1 (stereo unspecified) | 99 | 7 | 0 | 1 | 13 | 102 | -4 | 99
CCOc1ccc(S(=O)(=O)N(CC(=O)O)c2ccc(C)cc2)cc1 | 107 | 1 | 6 | -74 | 0 | 106 | 8 | 100
COC(=O)c1c(NC(=O)C2(C)Cc3ccccc3C(=O)O2)sc2c1CCCC2 (stereo unspecified) | 118 | 1 | -9 | -2 | -5 | 96 | -1 | 94
O=C(OCC(=O)N1CCCC1)c1cccs1 | 93 | 0 | 0 | 1 | -8 | 98 | 4 | 94
O=c1oc2ccc3ccccc3c2cc1-c1nnc(-c2ccccc2)o1 | 96 | 10 | 2 | 6 | 17 | 99 | 4 | 100
Cc1noc(C)c1COc1ccc(C(=O)OCC(=O)N2CC(=O)Nc3ccccc32)cc1 | 104 | 0 | 13 | 8 | 13 | 107 | 15 | 102
O=[N+]([O-])c1cccc(-c2ccc(/C=N/NC(=S)Nc3cccc(F)c3)o2)c1 | 95 | 49* | 5 | -1 | 15 | 102 | -2 | 95
Cc1cc(NC(=O)CCCSc2nc(-c3ccco3)cc(C(F)(F)F)n2)no1 | 94 | -1 | -2 | -4 | 3 | 107 | 4 | 104
Cc1cc(Cl)ccc1OCC(=O)OCC(=O)c1c(N)n(C)c(=O)n(C)c1=O | 97 | 0 | x | -4 | 2 | 97 | 3 | 97
O=C1c2ccccc2NC(c2ccccc2F)N1NS(=O)(=O)c1ccccc1 (stereo unspecified) | 93 | 5 | -9 | 3 | -4 | 101 | -15 | 98
O=C1CCCN1CCC1CCCCN1Cc1nc(-c2cnccn2)no1 (stereo unspecified) | 87 | 5 | -14 | 0 | -5 | 104 | 2 | 107
Cc1cc(C)c2nc(C)cc(N/N=C/c3ccc(O)cc3)c2c1 | 105 | 26 | -4 | -14 | -23 | 96 | -32 | 97

AHR activator, what is marked active above.
smiles	LAP4-GFP MLPCN	AHR activator	EBNA-1 inhibitor	proCasp3 act	MEP2 TOR yeast	RPL19A-GFP yeast
COc1ccc(NC(=S)/N=C(\N)Nc2nc(C)c3ccccc3n2)cc1	123	65*	3	3	99	99
OCCSc1nc(-c2ccccc2)nc2ccc(F)cc12	90	102*	-3	-1	101	102
Cc1cccc(COc2ccccc2/C=N/Nc2ccc([N+](=O)[O-])cc2)c1	107	50*	6	-24	107	103
Oc1ccccc1-c1cc(-c2cccc(F)c2)n[nH]1	114	72*	11	-2	106	109
O=[N+]([O-])c1cccc(-c2ccc(/C=N/NC(=S)Nc3cccc(F)c3)o2)c1	95	49*	5	-1	102	95

Later entries:
SMILES | LAP4-GFP MLPCN | AHR activator | EBNA-1 inhibitor | proCasp3 act | ZTA counter | MEP2 TOR yeast | proCasp7 act | RPL19A-GFP yeast
CC(OC(=O)c1ccc2c(=O)n3c(nc2c1)CCCCC3)C(=O)Nc1ccc(F)cc1Cl (stereo unspecified) | 93 | -1 | 3 | 1 | 10 | 97 | -4 | 101
FC(F)(F)c1cccc(NC(=S)NCC2COc3ccccc3O2)c1 (stereo unspecified) | 98 | 4 | -2 | 8 | 4 | 116 | 4 | 109
Cc1ccc(S(=O)(=O)CCC(=O)NC2CCCCC2)cc1 | 104 | 1 | x | 11 | -6 | 101 | -1 | 103
COCCNC(=S)N(CCCN(C)C)Cc1cc2cc3c(cc2[nH]c1=O)OCCO3 | 91 | 3 | -1 | -7 | 5 | 105 | 6 | 101
COc1ccc(/C=N/N=C2/NC(=O)C(CC(=O)O)S2)cc1OCc1ccc(Cl)cc1 (stereo unspecified) | 93 | 5 | -12 | 10 | -11 | 93 | -6 | 97
COCCCNS(=O)(=O)c1ccc2c(c1)CCN2C(C)=O | 110 | 1 | -4 | -7 | 9 | 106 | 3 | 95
CCN1CCN(CCc2nc3cc([N+](=O)[O-])ccc3n2C)CC1 | 102 | -1 | 8 | -2 | -6 | 105 | 9 | 107
CCOc1ccc(NC(=O)c2c[nH]n3c(=O)cc(C4CCN(C(=O)OC(C)(C)C)CC4)nc23)cc1 | 96 | 0 | -3 | 6 | 16 | 108 | 6 | 113
O=C(CCc1ccccc1)N/N=C\c1cc2c(cc1Br)OCO2 | 98 | 36 | -11 | -5 | -6 | 132 | -4 | 112
COc1ccccc1NC(=O)CCN1C(=O)C2CC=CCC2C1=O (stereo unspecified) | 84 | 3 | -4 | -5 | 16 | 103 | 2 | 116
NC(=O)c1c(NC(=O)C2CCCO2)sc2c1CCCC2 (stereo unspecified) | 96 | 9 | -1 | 3 | -33 | 97 | -9 | 96
COc1ccc(S(=O)(=O)N2CCOCC2)cc1NS(=O)(=O)/C=C/c1ccccc1 | 97 | 1 | 5 | -6 | 9 | 95 | 9 | 96
CC(NC(=O)CSc1nnc(-c2cccc(S(=O)(=O)N3CCCCC3)c2)o1)C12CC3CC(CC(C3)C1)C2 (stereo unspecified) | 97 | 1 | -4 | 0 | -20 | 103 | 6 | 104
Cc1ccc2[nH]c(C)c(CCNC(=O)c3cc4cc([N+](=O)[O-])ccc4oc3=O)c2c1 | 91 | -1 | 3 | 4 | -10 | 100 | -6 | 106
CC(=O)c1cccc(NC(=O)CN(c2ccc(F)cc2)S(C)(=O)=O)c1 | 100 | 2 | 3 | -4 | -5 | 102 | -6 | 99
CC(=O)c1cccc(NC(=O)CN(C)Cc2ccc(OC(F)F)cc2)c1 | 91 | 4 | 18 | 6 | -4 | 79 | -3 | 84

Screening data as filed in PubChem BioAssay.
